Menin-MLL TR inh: qHTS Assay for Inhibitors Targeting the Menin-MLL Interaction in MLL Related Leukemias: Competition With Texas Red Labeled MLL-derived Mutant Peptide | O00255 | Menin + Texas Red MLL mutant peptide, fluorescence polarization | Potency, µM (series often up to 61.6 µM), inactives show top-dose FP activity change, negative = inhibition, usual class: inhibitors | 270,000 compounds, 0.23% hits | AID 1768, 2009; active means well fitted inhibition curve with a large enough effect in the polarisation, with a control signal flat, not every such curve was filed as active; inconclusive means small, poorly fitted or top-dose-only effect, or effect the other way, or a change in a side signal; inactive means no such curve, though single readings can be large or run the other way; the % refers to the polarisation; further: potency means the concentration at half of the fitted maximal effect; % of control where 0% means no effect; many of its hits are not listed in these tables
CXXC DNA block: qHTS Fluorescence Polarization Assay for Inhibitors of MLL CXXC domain - DNA interaction | MLL-CXXC / FITC-HOXA9 DNA fluorescence polarization | Potency, µM (titrated, usually from 115 µM), for the others: at the highest dose activity change, negative = inhibition, most hits filed as inhibitors | 290,000 compounds, 0.037% hits; active means well fitted inhibition curve with a large enough effect in the polarisation, with a control signal flat, not every such curve was filed as active; inconclusive means small, poorly fitted or top-dose-only effect, or effect the other way, or a change in a side signal; inactive means no such curve, though single readings can be large or run the other way; the % refers to the polarisation; further: potency means the concentration at half of the fitted maximal effect
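Fluorescence polarization: 7 uM MLL-CXXC (stock) preincubated 5 min with compounds, then 50 nM fluorescein-HOX-A9 DNA (stock) added; 30 min ambient. Buffer 50 mM Tris-HCl pH 7.5, 50 mM NaCl, 1 mM DTT, 0.05% BSA.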
TSG101-PTAP inh: qHTS Assay for Iinhibitors of HIV-1 Budding by Blocking the Interaction of PTAP/TSG101 | AID 493005, 2010 | Fluorescence polarization, FITC-PTAP peptide / Tsg101 binding | Potency, µM (series often up to 115 µM), inactives show at the highest dose activity change, negative = inhibition, most hits filed as inhibitors | Tumor susceptibility gene 101 protein (Homo sapiens), Q99816 | 340,000 tested, under 10 active; active means well fitted inhibition curve with a large enough effect in the main read-out, with a control signal flat, not every such curve was filed as active; inconclusive means small, poorly fitted or top-dose-only effect, or effect the other way, or a change in a side signal; inactive means no such curve, though single readings can be large or run the other way; further: potency means the concentration at half of the fitted maximal effect; % of control where 0% means no effect
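Fluorescence anisotropy tracks displacement of a FITC-tagged PTAP peptide (50 nM) from the Tsg101 binding domain (10 uM), following a 20 min room-temperature incubation at pH 7.5.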
a7 integrin act: qHTS for Activators of Integrin-Mediated Alleviation for Muscular Dystrophy | alpha7betagal myoblasts, beta-gal FDG fluorescence, 48 h | Potency, µM (doses to about 38.3 µM), inactives show at the top dose activation, usual class: activators | 350,000 compounds, 0.064% hits | AID 624291, 2012;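 further: potency means the concentration at half of the fitted maximal effect; 100% = response of the positive control SU9516; nearly all actives have a fitted effect of over 60% in size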
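Alpha7betagal+/- myoblasts (passage 13) were plated 16-24 hr, then exposed to compounds (1:260 dilution of DMSO stock) for 48 hours at 37C. After MPER lysis, β-galactosidase reporter activity was read as FDG fluorescence (ex 480/em 540) after 30 minutes.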
MBNL1 CUG block: qHTS Assay for Inhibitors of MBNL1-poly(CUG) RNA binding; Muscleblind-like protein 1 (Homo sapiens), Q9NR56; TR-FRET MBNL1-His/biotin-(CUG)12 binding, 665/545 ratio; Potency, µM (highest dose often 57.5 µM), for inactives: at the highest dose activity change, negative = inhibition, actives largely listed as inhibitors; 280,000 compounds, 0.036% hits; active means well fitted inhibition curve with a large enough effect in the signal ratio, with a control signal flat, not every such curve was filed as active; inconclusive means small, poorly fitted or top-dose-only effect, or effect the other way, or a change in a side signal; inactive means no such curve, though single readings can be large or run the other way; the % refers to the signal ratio; further: potency means the concentration at half of the fitted maximal effect; on the % scale 0 is the no-effect control and ±100 the full control effect
Target sequence (Q9NR56 whole entry, looked up): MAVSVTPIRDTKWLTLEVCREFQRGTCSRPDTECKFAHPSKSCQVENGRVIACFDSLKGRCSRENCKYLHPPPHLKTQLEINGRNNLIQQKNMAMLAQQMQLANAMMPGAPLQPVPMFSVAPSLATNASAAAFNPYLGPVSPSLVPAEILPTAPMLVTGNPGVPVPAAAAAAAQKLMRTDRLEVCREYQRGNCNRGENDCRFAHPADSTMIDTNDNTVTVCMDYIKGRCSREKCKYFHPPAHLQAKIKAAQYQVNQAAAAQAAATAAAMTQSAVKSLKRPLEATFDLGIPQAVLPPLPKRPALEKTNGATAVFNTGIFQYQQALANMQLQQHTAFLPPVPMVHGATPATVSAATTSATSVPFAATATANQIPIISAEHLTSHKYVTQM
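His-tagged MBNL1 binding to biotinylated (CUG)12 RNA was measured by TR-FRET using terbium anti-His antibody (0.055 ng/ul final) and streptavidin-XL665 (5 nM final). Compounds were titrated 92 nM to 58 uM; 60 min at room temperature.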
TSHR antag: Antagonists of the Thyroid Stimulating Hormone Receptor: HTS campaign; Thyrotropin receptor (Homo sapiens), P16473; TSHR-expressing cells, TSH-stimulated cAMP HTRF, 2 h; active compounds read low; activity change, negative = inhibition, % at 11.5 µM; 330,000 compounds, 0.2% hits;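 active means activity change below a set negative limit, meaning inhibition stronger than a set level, cut at about -70% in these data; inconclusive means activity change between two set negative limits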; further: on the % scale 0 is the no-effect control and ±100 the full control effect
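Antagonism was scored as loss of TSH-driven cAMP in TSHR cells, stimulated with 4nM TSH (EC80) for 2 hours at 37 deg C and detected by homogeneous HTRF competition immunoassay.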
TCR act: Activators of T cell receptors: qHTS campaign | primary human leukocytes, anti-CD3, IL-2 HTRF, 48 h | Potency, µM (highest dose often 9.22 µM), for the others: at the top dose activation of IL-2 secretion, most hits filed as activators | 330,000 tested, under 10 active | AID 504894, 2011; further: % of control where 0% means no effect
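Compounds are tested in HTS on primary human leukocytes co-incubated with a-CD3 beads for 48 hr. IL-2 output is measured by time-resolved FRET.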
Mito fusion yeast: qHTS Assay for Small Molecule Inhibitors of Mitochondrial Division or Activators of Mitochondrial Fusion | S. cerevisiae fusion-defective mutant growth rescue, CellTiterGlo 48 h | Potency, µM (doses to about 46.1 µM), inactives show at the highest dose growth rescue (activation), usual class: activators | 320,000 compounds, 0.23% hits | AID 485298, 2010;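 further: potency means the concentration at half of the fitted maximal effect; % of control where 0% means no effect; nearly all actives have a fitted effect of over 45% in size; temperature-sensitive fusion mutants such as fzo1-1 at 37 °C on non-fermentable ethanol glycerol medium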
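Read-out: ATP-based luminescence (CellTiterGlo, 10 min ambient) reporting growth of fusion-defective ts yeast after 48 hours at 37C on glycerol/ethanol YPEG medium in the presence of compound.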
ASM inhibitor: Inhibitors of Secretory Acid Sphingomyelinase (S-ASM): qHTS; Sphingomyelin phosphodiesterase (Homo sapiens), P17405; placental ASM, HMU-PC fluorogenic substrate, 60 min; Potency, µM (top dose mostly 57.5 µM), inactives show at the highest dose activity change, negative = inhibition, most hits filed as inhibitors; 340,000 compounds, 0.006% hits; AID 504937, 2011; further: potency means the concentration at half of the fitted maximal effect
Target sequence (P17405 47-631 limits assumed): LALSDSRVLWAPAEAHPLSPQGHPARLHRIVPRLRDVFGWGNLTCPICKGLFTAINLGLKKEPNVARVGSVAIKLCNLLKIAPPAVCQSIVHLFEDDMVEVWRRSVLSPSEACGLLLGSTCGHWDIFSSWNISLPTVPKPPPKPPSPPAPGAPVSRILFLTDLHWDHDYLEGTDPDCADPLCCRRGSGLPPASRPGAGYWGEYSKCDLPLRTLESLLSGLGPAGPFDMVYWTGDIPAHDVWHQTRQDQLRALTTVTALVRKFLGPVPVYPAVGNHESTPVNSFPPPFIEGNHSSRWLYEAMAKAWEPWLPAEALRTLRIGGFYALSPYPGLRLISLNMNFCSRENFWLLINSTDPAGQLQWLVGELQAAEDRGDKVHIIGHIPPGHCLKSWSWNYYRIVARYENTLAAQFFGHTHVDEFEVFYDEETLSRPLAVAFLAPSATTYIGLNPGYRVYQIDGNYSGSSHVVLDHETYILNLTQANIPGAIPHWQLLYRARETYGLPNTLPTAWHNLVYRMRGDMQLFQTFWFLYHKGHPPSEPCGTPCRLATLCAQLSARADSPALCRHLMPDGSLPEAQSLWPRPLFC
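Fluorescence read-out (Ex 386 nm, Em 447 nm) after stopping the reaction at pH 10. Enzyme: ASM from human placenta; substrate HMU-PC0, 9 uM final; 60 min, 37 °C. Compound preincubation 10 min, ambient temperature.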
AT treatment: qHTS Assay for Identifying a Potential Treatment of Ataxia-Telangiectasia; […] A-T fibroblasts, KAP-1 phosphorylation AlphaLISA; neocarzinostatin DNA damage 30 min before lysis; 320,000 compounds, 0.19% hits; AID 485349, 2010; Potency, µM (top dose mostly 57.5 µM), for inactives: at the highest dose activation, actives largely listed as activators; further: potency means the concentration at half of the fitted maximal effect; % of control where 0% means no effect; nearly all actives have a fitted effect of over 45% in size
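ATM-like activity read as KAP-1 phosphorylation via AlphaLISA donor/acceptor antibody pairs after lysis and 6 hr at 25C. Cells were ATM-null patient fibroblasts ([…], hTERT), dosed 60 min, then exposed to the DSB inducer NCS for 30 min.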
Active calls of the source: *; ? = inconclusive; nt = not tested or not shown; [ ] = remark or other dose. Unless noted, the call rests on the fitted dose curve; in most records, active means well fitted curve in the direction sought with a large enough effect; inconclusive means small, poorly fitted or top-dose-only effect, or another doubt; inactive means no such curve, though single readings can be large; an effect the other way counts as inactive or inconclusive. These rows are one share of the data; rates above refer to the full screens.

SMILES	Menin-MLL TR inh	CXXC DNA block	TSG101-PTAP inh	a7 integrin act	MBNL1 CUG block	TSHR antag	TCR act	Mito fusion yeast	ASM inhibitor	AT treatment
CC(OC(=O)CCN=C1NS(=O)(=O)c2ccccc21)C(=O)Nc1ccc(F)c(F)c1F (stereo not drawn)	nt	nt	-2%	-8%	nt	1	-10%	3%	5%	0%
O=S(=O)(Cc1ccccc1)NCC1CCCN(Cc2ccc(F)c(F)c2)C1 (stereo not drawn)	0%	-2%	-1%	18%	0%	-3	2%	-8%	8%	2%
CNC(=S)N/N=C/c1cc(Br)cc(Br)c1O	?	-1%	-5%	-12%	-20%	-6	3%[46.1 µM]	10%	73%	15%
COc1ccc(-c2cn3cc(C(F)(F)F)cc(Cl)c3n2)cc1	17%	22%	-1%	0%	11%	-6	2%	1%	13%	6%
Cc1c2cnn(CC(=O)NCCCN3CCCCC3C)c(=O)c2c(C)n1Cc1ccccc1 (stereo not drawn)	?	nt	2%	-21%	-3%	0	13%	3%	1%	-6%
COCCN(C(=O)COC(=O)c1ccccc1Oc1ccccc1)c1c(N)n(Cc2ccccc2)c(=O)[nH]c1=O	nt	50%[activator]	-3%	-13%	-6%	17	3%	-5%	2%	23%
O=C(Nc1ccccc1C(=O)N1CCOCC1)C1CCC(=O)N1C1CCCC1 (stereo not drawn)	23%	2%	-1%	7%	-8%	14	4%	3%	-1%	10%
C/C(CC(=O)Nc1cccc(Cl)c1Cl)=N\NC(=O)C(=O)N1CCCC1	nt	4%	-10%	7%	4%	-1	12%	16%	6%	1%
O=C(NC1=NCCS1)c1ccc(Cl)c(S(=O)(=O)N2CCOCC2)c1	-8%	-8%	-5%	6%	-4%	3	1%	2%	-5%	7%
CC(C)NC(=O)N(C)C[C@H]1Oc2ccc(NC(=O)Nc3ccccc3)cc2C(=O)N([C@@H](C)CO)C[C@@H]1C	nt	nt	-10%	-8%	nt	-1	-15%	nt	2%	0%
Cc1nc(-c2cccc(NC(=O)c3ccco3)c2)cs1	nt	10%	0%	4%	0%	17	-4%	1%	-2%	15%
COc1cc(/C=C(/C#N)C(=O)NC(C)c2ccccc2)cc(OC)c1O (stereo not drawn)	nt	?	4%	-20%	?	nt	-4%	6%	-11%	-10%
Cc1cc(NC(=O)CSc2nc(C(C)C)nc3sc4c(c23)CCCC4)no1	-3%	14%	-5%	-20%	-2%	1	5%	3%	3%	8%
NC(=O)CC(NC(=O)Cc1cccc2ccccc12)c1ccc(NC2CCCCCCC2)c([N+](=O)[O-])c1 (stereo not drawn)	nt	-2%	nt	12%	0%	18	2%	-25%	-17%	23%
CCc1cccc(N(CC(=O)NC2CCCCC2)C(=O)c2csnn2)c1	-1%	-7%	-6%	7%	-4%	3	-2%	-2%	-3%	2%
Cc1ccc(C(=O)/C=C/Nc2ccc([N+](=O)[O-])cc2Br)cc1	-1%	7%	-1%	4%	-1%	0	3%	0%	-1%	-1%
Cc1ccc(-c2nnc3ccc(SCC(=O)Nc4cc(C)on4)nn23)cc1	0%	6%	-7%	-14%	20%	-9	-3%	0%	2%	-2%
Cc1ccc(-c2nc(-c3cccnc3)no2)c(C)c1	-2%	0%	-17%	17%	-10%	-3	-5%	6%	2%	5%
Cc1ccccc1NC(C)C(=O)N/N=C/c1ccccc1OCc1cccc(Br)c1 (stereo not drawn)	-25%	8%	0%	-33%	-3%	5	-8%	4%	-16%	1%
NS(=O)(=O)c1ccc(CCNC(=O)CC(c2ccccc2)c2ccccc2)cc1	23%	-5%	-1%	16%	3%	-4	nt	1%	2%	2%
C[C@H](CO)N1C[C@H](C)[C@@H](CN(C)Cc2ccccc2)Oc2c(NC(=O)c3ccncc3)cccc2C1=O	nt	nt	-5%	-5%	nt	0	1%	nt	-6%	14%
O=C(NNC(=O)c1ccccc1OCc1ccc(F)cc1)c1ccccc1O	nt	?	2%	3%	-19%	8	1%	-10%	-9%	-1%
COc1ccccc1N(CC(=O)NC(C)(C)C)S(=O)(=O)c1cccs1	-8%	-3%	1%	?	-4%	6	-3%[46.1 µM]	0%	7%	-4%
CCOC(=O)Cn1c(CN2CC(C)OC(C)C2)nc2c1c(=O)n(C)c(=O)n2C (stereo not drawn)	9%	-8%	-3%	-1%	-7%	13	5%[46.1 µM]	4%	3%	1%
COc1ccccc1N1CCN(C(=O)c2noc(C(C)C)c2[N+](=O)[O-])CC1	nt	4%	-5%	-14%	-1%	3	0%	3%	0%	-5%
COc1cc(OC)c2c(c1)C(=O)OC2	-1%	-3%	-2%	-10%	-7%	5	-4%[46.1 µM]	1%	5%	-1%
C=CC1(C)CN(Cc2ccco2)S(=O)(=O)c2c(F)cccc2O1 (stereo not drawn)	nt	nt	-5%	-18%	nt	nt	-4%	nt	2%	nt
Cc1ccc2[nH]c(C)c(CC(=O)O)c2c1	nt	10%	-5%	23%	18%	6	6%	1%	2%	-2%
Cc1ccc(CCCNC(=O)C2CCC(=O)N(Cc3cccc(F)c3)C2)cc1 (stereo not drawn)	-4%	1%	5%	-16%	-3%	1	-7%	5%	5%	7%
N#Cc1cccc(NCC(=O)Nc2ccc3c(c2)OCCO3)c1	13%	-1%	1%	3%	-11%	13	7%	-3%	-1%	0%
O=C1c2ccccc2CN1C(CO)Cc1ccccc1 (stereo not drawn)	-26%	1%	-7%	0%	-4%	0	4%	8%	4%	6%
COC(=O)C1=C(N)Oc2cc(C)n(Cc3cccnc3)c(=O)c2C1c1cc(OC)ccc1OC (stereo not drawn)	-1%	13%	-4%	14%	-3%	1	3%	-1%	2%	12%
OCC[C@@H]1C[C@@H](O)[C@H](O)[C@]2(CCCc3ccccc3O2)O1	-5%	0%	-1%	16%	-9%	3	-11%	2%	-4%	-4%
CC(NC(=S)NC1CCC(C(C)(C)C)CC1)c1ccccc1 (stereo not drawn)	22%	9%	-5%	-22%	-3%	-12	3%	-16%	-1%	3%
CN1CCN(S(=O)(=O)c2ccc(NC(=O)C(C)(C)C)cc2)CC1	0%	-4%	-1%	3%	-3%	53	7%	-1%	-3%	nt
COc1ccc(C(=O)NCCc2nnc3ccc(SCC(=O)N4CCCCC4)nn23)cc1	3%	3%	-4%	-24%	-4%	12	-1%	0%	2%	-2%
C/C(N)=C(/C#N)C(=O)COC(=O)CC1CCCC1	2%	1%	-1%	5%	-3%	-12	7%	3%	1%	10%
COc1ccc(C2CCCN2C(=O)Nc2ccc(Cl)cc2)cc1OC (stereo not drawn)	20%	-12%	-5%	-13%	-9%	-13	2%	-4%	-3%	-6%
OC1CCN(CC(O)C(F)(F)F)CC1 (stereo not drawn)	18%	-3%	0%	?	-10%	10	0%	1%	-2%	-1%
Cc1ccc(S(=O)(=O)c2cc3c(=O)n4cccc(C)c4nc3n(C3CCCCC3)c2=N)cc1	-16%	?	-9%	-2%	-2%	28	5%	21%	13%	10%
CCOc1ccc(N=Cc2c(O)c3ccccc3oc2=O)cc1	15%	6%	-3%	19%	1%	-11	-8%[46.1 µM]	-1%	7%	1%
COc1ccc(OC)c(COC(=O)c2cc([N+](=O)[O-])ccc2N2CCOCC2)c1	nt	nt	-4%	-10%	nt	12	7%	-1%	-16%	3%
Cc1ccc2cc(CN(CC3CCCO3)S(=O)(=O)c3cccc4nsnc34)c(=O)[nH]c2c1 (stereo not drawn)	-1%	5%	-7%	-24%	?	0	nt	3%	-4%	8%

Source: PubChem (National Center for Advancing Translational Sciences (NCATS))
